Compound activity deposited in PubChem by several laboratories.
TPT1 inh – C. albicans TPT1 enzyme inhibition | recombinant caTPT1, FP RNA substrate dephosphorylation | actives 0.81% (n = 300,000) | AID 1962 | inhibition, % at 5 µM;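 active = inhibition above the mean of all tested compounds plus 3 SD, set per screening campaign, cut at about 24% in these data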;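 note: plate controls were DMSO alone for no effect and ferristatin control at 100 nM for full effect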
PAD4 inh – PAD4 (human) enzyme inhibition | recombinant PAD4, RCA probe fluorescence polarization | actives 0.41% (n = 330,000) | inhibition, % at 6.36 µM | AID 485272;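 active = percent inhibition above a cutoff equal to the mean of all tested compounds plus 3 SD, cut at about 15% in these data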;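 note: 0% = PAD4 with RCA probe and DMSO and 100% = probe without PAD4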
GLD-1 TGE inh – GLD-1-TGE RNA interaction inhibition (C. elegans); Q17339; purified GLD-1 + fluorescein TGE RNA, fluorescence polarization; inhibition, % at 5.96 µM; actives 0.44% (n = 320,000);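 active = percent inhibition above a per-plate cutoff, the plate mean of test compounds plus 3 SD, cut at about 30% in these data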;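 note: 0% = DMSO wells with GLD-1 and probe and 100% = wells lacking GLD-1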
MCL1 BIM primary – MCL1-BIM-BH3 interaction inhibition (human); AID 2057; actives 0.68% (n = 320,000); inhibition, % at 10.9 µM; Q07820; GST-MCL1 / FITC-Bim-BH3 fluorescence polarization;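 active = inhibition above the mean inhibition of all tested compounds plus 3 SD, set per campaign, cut at about 40% in these data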;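 note: 0% = DMSO wells and 100% = unlabeled Bim-BH3 peptide control; higher means more loss of mP so more displacement of Bim peptide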
GSTO1 counter – counter-screen for RBBP9 inhibitors: inhibitors of human GSTO1 | recombinant GSTO1, activity-based probe fluorescence polarization | inhibition, % at 5.96 µM | actives 1.1% (n = 300,000);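 active = inhibition above the campaign mean inhibition plus 3 SD, cut at about 35% in these data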;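 note: 0% = GSTO1-1 with DMSO and 100% = wells lacking GSTO1-1 enzyme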
MEX-5 binding – C. elegans MEX-5 TCR-2 RNA binding activity; activity score (negative = inhibition of binding), % at 10 µM; actives 0.38% (n = 300,000); MEX-5/FITC-TCR2 RNA binding, fluorescence polarization; active compounds read low; Q9XUB2;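 active = inhibition past about -25% in most replicates, and total fluorescence under double the plate's negative control median, limit read from the data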;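 note: 0% = DMSO and -100% = 5 µM competing unlabeled TCR2 RNA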
Target sequence (Q9XUB2 whole entry, looked up): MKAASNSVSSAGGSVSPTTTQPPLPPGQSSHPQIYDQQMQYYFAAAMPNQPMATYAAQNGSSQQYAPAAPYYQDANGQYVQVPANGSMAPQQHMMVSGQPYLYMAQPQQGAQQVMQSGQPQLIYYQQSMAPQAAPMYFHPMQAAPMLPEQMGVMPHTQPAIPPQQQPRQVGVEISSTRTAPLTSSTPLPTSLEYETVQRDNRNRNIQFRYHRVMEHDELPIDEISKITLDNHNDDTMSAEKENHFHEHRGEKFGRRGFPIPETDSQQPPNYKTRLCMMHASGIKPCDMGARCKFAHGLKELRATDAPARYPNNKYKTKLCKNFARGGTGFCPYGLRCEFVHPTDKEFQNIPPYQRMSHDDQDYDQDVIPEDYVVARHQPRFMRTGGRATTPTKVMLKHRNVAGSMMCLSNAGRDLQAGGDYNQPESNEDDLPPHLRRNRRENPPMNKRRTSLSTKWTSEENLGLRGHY
PME-1 primary – PME-1 (human) inhibition. Q9Y570. recombinant PME-1, FP-Rh probe fluorescence polarization. inhibition, % at 5.9 µM. actives 0.53% (n = 320,000);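 active = inhibition above the campaign mean of all compounds plus 3 SD, cut at about 26% in these data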;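 note: competitive labeling of PME-1 active site by serine hydrolase directed probe; 0% = PME-1 with DMSO and 100% = wells lacking PME-1 enzyme; inhibitors block probe labeling so polarization falls and inhibition rises; many of its hits are not listed in these tables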
Target sequence (Q9Y570 whole entry, looked up): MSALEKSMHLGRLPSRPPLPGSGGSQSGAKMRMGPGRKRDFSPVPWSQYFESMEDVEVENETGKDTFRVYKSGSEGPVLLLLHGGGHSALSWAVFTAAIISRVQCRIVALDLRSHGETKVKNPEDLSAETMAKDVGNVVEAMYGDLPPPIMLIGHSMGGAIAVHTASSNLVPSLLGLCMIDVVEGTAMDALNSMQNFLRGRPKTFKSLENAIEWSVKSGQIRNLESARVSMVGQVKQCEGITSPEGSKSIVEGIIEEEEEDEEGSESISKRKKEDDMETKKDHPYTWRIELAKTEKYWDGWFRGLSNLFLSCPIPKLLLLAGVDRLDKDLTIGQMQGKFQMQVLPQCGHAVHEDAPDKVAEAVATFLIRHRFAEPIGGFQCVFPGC
Bcl-xL primary – inhibitors of human Bcl-xL; Q07817; actives 0.7% (n = 320,000); inhibition, % at 10.9 µM; GST-Bcl-xL / FITC-Bim BH3 peptide fluorescence polarization;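 active = inhibition above the mean of all tested compounds plus 3 SD, cutoff set per campaign, cut at about 30% in these data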;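 note: 0% = DMSO wells and 100% = unlabeled Bim-BH3 peptide competitor; inhibitors lower millipolarization by displacing the labeled peptide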
Target sequence (Q07817 whole entry, looked up): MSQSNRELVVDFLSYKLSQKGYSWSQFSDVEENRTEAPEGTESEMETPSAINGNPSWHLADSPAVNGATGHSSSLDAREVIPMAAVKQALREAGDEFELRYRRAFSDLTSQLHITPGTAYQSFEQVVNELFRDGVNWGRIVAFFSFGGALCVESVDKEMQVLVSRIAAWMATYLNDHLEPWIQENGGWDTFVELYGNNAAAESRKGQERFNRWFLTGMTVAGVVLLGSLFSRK
Fam108B inh – counter-screen for RBBP9 inhibitors: inhibitors of mouse Fam108B; AID 1947; inhibition, % at 9.51 µM; recombinant Fam108B, FP-Rh probe fluorescence polarization; actives 0.33% (n = 300,000);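 active = inhibition above the screen mean inhibition plus 3 SD, computed separately per campaign, cut at about 18% in these data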;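 note: inhibitors lower polarization as less probe binds the enzyme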
The depositor's hits bear a star; . = no result given. Only part of the results is shown. The share of hits here may be higher or lower than overall.

SMILES | TPT1 inh | PAD4 inh | GLD-1 TGE inh | MCL1 BIM primary | GSTO1 counter | MEX-5 binding | PME-1 primary | Bcl-xL primary | Fam108B inh
COC(=O)c1c(NC(=O)C(C)C)sc2c1CCN(Cc1ccccc1)C2 | 0 | 0 | 2 | 3 | 0 | 2.2 | -1 | 5 | -1
NS(=O)(=O)c1ccc(CCNC(=O)c2cc3ccccc3oc2=O)cc1 | -3 | 6 | 1 | 2 | 3 | 0.8 | 5 | 6 | 5
COc1cc(/C=N/NC(=O)Cc2c[nH]c3ccccc23)cc(OC)c1OC | -3 | -2 | 0 | -15 | 2 | 1.7 | 6 | -1 | 1
O=C(CSc1ccccc1C(=O)O)Nc1cccc(C(=O)O)c1 | -1 | 0 | 8 | 9 | 2 | -1.3 | -5 | 6 | 3
O=C(Nc1cccc(S(=O)(=O)N2CCOCC2)c1)c1ccc2ccccc2n1 | 0 | 2 | 1 | -4 | -8 | -2.1 | -1 | 3 | 0
Brc1ccc(-c2nn3c(-c4ccccn4)nnc3s2)o1 | -1 | -2 | 0 | 33 | -8 | -4.7 | -6 | 12 | 2
O=C1c2cccnc2C(O)N1Cc1ccccc1 (stereo not drawn) | 1 | -1 | 0 | -5 | 2 | -1.1 | -2 | 2 | 5
Cc1ccc(S(=O)(=O)N2CCCOC2CNC(=O)C(=O)NCc2cccs2)cc1 (stereo not drawn) | 1 | -1 | 6 | 2 | -1 | 2.5 | 4 | 0 | -1
N#Cc1nc(COc2ccccc2)oc1NCCCn1ccnc1 | -8 | 7 | -3 | 4 | 3 | . | 1 | 8 | 0
Cc1cc(C(=O)Nc2cccc([N+](=O)[O-])c2)c(C)o1 | 6 | 1 | 0 | -5 | -5 | 1.4 | -3 | -2 | 7
COc1cc(OC)c(OC)cc1CN1CCCC(C(=O)N2CCCC2)C1 (stereo not drawn) | -1 | -2 | -5 | 1 | 5 | 0.7 | -3 | 0 | -2
COC(=O)C1=C(C)Nc2ncnn2C1c1ccc(C)o1 (stereo not drawn) | -2 | 0 | 0 | -1 | 6 | -0.2 | 0 | 2 | -2
COCCn1c(=O)[nH]c2cc(C(=O)N3CCN(c4cccc(C)c4C)CC3)ccc2c1=O | 2 | 6 | 8 | 2 | 4 | -3.0 | 4 | 6 | 0
CN(C)S(=O)(=O)N1CCN(CC(O)COc2ccc(-c3ccccc3)cc2)CC1 (stereo not drawn) | -1 | -4 | -1 | 13 | 3 | 1.6 | -1 | 4 | 2
COc1ccc(Cn2c(=S)[nH]c3cc(C(=O)NCCCN4CCOCC4)ccc3c2=O)cc1 | -2 | 1 | 5 | -3 | 20 | 2.7 | -8 | -8 | 1

Overlap with the part before: 2 compounds, then new ones.
SMILES | TPT1 inh | PAD4 inh | GLD-1 TGE inh | MCL1 BIM primary | GSTO1 counter | MEX-5 binding | PME-1 primary | Bcl-xL primary | Fam108B inh
CN(C)S(=O)(=O)N1CCN(CC(O)COc2ccc(-c3ccccc3)cc2)CC1 (stereo not drawn) | -1 | -4 | -1 | 13 | 3 | 1.6 | -1 | 4 | 2
COc1ccc(Cn2c(=S)[nH]c3cc(C(=O)NCCCN4CCOCC4)ccc3c2=O)cc1 | -2 | 1 | 5 | -3 | 20 | 2.7 | -8 | -8 | 1
CCCN1C(=O)c2cc(C(=O)NC3CCCC3)ccc2C1O (stereo not drawn) | -2 | -7 | -2 | 0 | 10 | -0.4 | 1 | 0 | -1
CCOC(=O)c1c(C)[nH]c(C)c1C(=O)CN1C(=O)NC2(CCCCCC2)C1=O | . | -3 | -4 | -12 | . | . | -1 | -11 | .
Cc1cc(=O)[nH]c(Nc2cccc(C(F)(F)F)c2)n1 | -5 | -7 | 5 | 4 | -4 | 1.2 | -8 | 4 | 0
CC(C)C(=O)NC(=O)[C@@H]1CCCN1C(=O)/C=C/c1ccccc1 | 0 | -4 | -10 | -2 | 0 | 1.4 | -1 | -1 | 0
O=C(NCc1ccco1)C1CCCN(S(=O)(=O)c2ccc(-n3cnnn3)cc2)C1 (stereo not drawn) | 1 | 4 | -3 | 10 | 9 | 1.9 | -6 | 15 | -4
COc1ccc(NC(=O)CN(C)C(=O)c2cc3c(cc2Cl)N2CCCCCC2=NS3(=O)=O)cc1 | 0 | -4 | 5 | -6 | 11 | 0.6 | 0 | -6 | -5
Cc1ccc(CN2CCN(Cc3cccn3-c3ccccn3)CC2CCO)o1 (stereo not drawn) | 0 | 2 | 4 | 12 | 5 | 2.1 | -2 | 4 | -1
COc1ccc(N/N=C/c2c(C(=O)O)ccc3ccccc23)cc1 | 15 | -3 | -13 | -1 | 15 | -9.7 | 11 | -7 | 6
Cc1cccc(N2CCN(C(=O)c3ccncc3)CC2)c1C | 4 | -5 | 3 | -3 | 0 | -1.1 | 2 | -3 | 1
CNC(=O)CN(c1ccc2c(c1)OCCO2)S(C)(=O)=O | -2 | -1 | -3 | -4 | 13 | -1.7 | 1 | 1 | 4
COc1ccc(OC)c(C2CC(=O)N3CN(c4cccc(Cl)c4)CSC3=C2C#N)c1 (stereo not drawn) | -2 | -6 | 1 | -13 | 1 | -0.2 | 2 | -35 | 2
COC(=O)C1=C(C)N=c2s/c(=C/c3cccs3)c(=O)n2C1c1ccc(F)cc1 (stereo not drawn) | -2 | 1 | -11 | -2 | 5 | -2.8 | 0 | -5 | 2
Cc1cc(S(=O)(=O)N2CCOCC2)ccc1OCC(=O)Nc1ccc(F)c(Cl)c1 | -1 | -3 | 7 | -8 | -9 | -3.5 | -1 | -3 | 1
COc1ccccc1C(=O)NC(CCSC)C(=O)OCC(=O)N1CCCC1=O (stereo not drawn) | . | 6 | 2 | -9 | . | . | -1 | -1 | .
CCC(=O)Nc1ccc(S(=O)(=O)Nc2nccs2)cc1 | 0 | -1 | 7 | 7 | -1 | 0.9 | 7 | 8 | 1
Cc1ccc2c(C)c(C(=O)N3CCC(O)(c4ccccc4)CC3)oc2c1C | -4 | -1 | 8 | 6 | 5 | 0.6 | 0 | 4 | 8
CCC(=O)N1CCc2cc(S(=O)(=O)CCC(=O)N3CCCC(C)C3)ccc21 (stereo not drawn) | 0 | -6 | 2 | 3 | 6 | . | -1 | 2 | 1
Cc1ccc(S(=O)(=O)N[C@@H](Cc2ccccc2)C(=O)N2CCC(C(=O)N[C@H](C(=O)O)C(C)O)CC2)cc1 (stereo partly drawn) | 0 | 1 | 1 | -6 | -1 | 2.3 | -9 | 3 | 2
CNS(=O)(=O)c1ccc(NCC2COc3ccccc3O2)c([N+](=O)[O-])c1 (stereo not drawn) | 1 | 7 | -6 | 5 | 3 | -1.4 | 0 | 3 | 3
C/C(=N\Nc1nc2ccccc2[nH]1)c1ccc(C)o1 | -3 | 2 | 0 | -6 | -2 | -16 | -9 | -2 | 0
COc1ccc(OC)c(S(=O)(=O)n2nc(C)cc2C)c1 | 1 | -6 | -6 | 1 | -4 | 1.1 | -4 | 3 | -1
COc1cccc(CN(C)C(=O)[C@@H](NC(=O)c2ccc(C)cc2)C(C)C)c1 | -2 | -4 | 1 | -6 | 3 | -0.4 | -1 | 1 | 4
CC1CCN(CC[C@H]2CCCN2S(=O)(=O)c2cccc(O)c2)CC1 | -4 | -4 | -3 | 11 | -1 | . | -4 | 9 | 9
O=S(=O)(c1ccc(SCCOc2ccc(Br)cc2)nc1)N1CCCC1 | . | 0 | -2 | 9 | . | . | 2 | 7 | .
COc1ccc(C(=O)Nc2ccc(N3CCOCC3)cc2)cc1S(=O)(=O)NC1CCCC1 | 2 | 0 | 11 | -5 | 11 | 0.2 | 3 | -7 | 0
Cc1ccc(Nc2nc3c(c(=O)[nH]c(=O)n3C)n2Cc2ccc(F)cc2)cc1 | -2 | 0 | -4 | -6 | 0 | 1.5 | -4 | -1 | 0
O=C(CSCc1cnn(-c2ccccc2)c1-n1cccc1)NCC1CCCO1 (stereo not drawn) | -2 | 0 | -1 | 2 | 12 | 0.8 | -2 | 6 | -1
Cc1ccc(CC(=O)Nc2nncs2)cc1 | 2 | -5 | -7 | 4 | -6 | -3.0 | -7 | 5 | 0
CC(C)Cc1nnc(NC(=O)c2cc(-c3ccncc3)nc3ccccc23)s1 | 5 | -5 | 3 | -8 | -25 | 2.0 | -2 | -9 | -1
O=C(CSc1nnc(CNC(=O)c2c(F)cccc2Cl)o1)NCc1ccc2c(c1)OCO2 | -4 | 4 | 2 | 6 | 8 | -0.3 | -7 | 7 | -1
C=CCn1c(COc2ccc(F)cc2)nnc1SC(C)C(=O)NCC1CCCO1 (stereo not drawn) | . | 0 | -1 | 5 | . | . | 4 | 4 | .
CCOC(=O)CC(=O)CSc1nnc2c(n1)[nH]c1ccccc12 | -3 | -3 | -1 | 16 | -33 | -0.1 | 2 | 15 | -2
Cc1nc(CNS(=O)(=O)c2cc(F)ccc2F)cs1 | 1 | 1 | 0 | -1 | -2 | -2.0 | -3 | -4 | -1
COc1cc(OC)cc(C(=O)NNc2nc3cc4c(cc3s2)OCO4)c1 | -3 | 0 | 1 | -7 | 2 | -1.2 | 1 | -8 | 0
Cn1c(SCC(=O)c2c(N)n(C)c(=O)n(C)c2=O)nnc1-c1ccc(F)cc1 | -2 | -4 | 7 | 6 | -4 | 1.9 | -2 | 0 | -2
Cc1nc2[nH]c(=O)c3c(n2n1)NC1=C(C(=O)CC(C)(C)C1)C3c1ccccc1 (stereo not drawn) | -1 | -2 | -2 | 1 | 0 | -7.7 | -2 | 0 | 1
CC(=O)NS(=O)(=O)c1ccc(NC(=O)C2c3ccccc3Oc3ccccc32)cc1 | -4 | -3 | 1 | 0 | -11 | 0.3 | 3 | 6 | 3
CC1(C)CCc2cc(-c3ccnc(=S)[nH]3)ccc2O1 | 2 | 5 | 10 | -1 | -4 | 0.8 | 5 | 8 | -3
O=C(N/N=C/c1c(Cl)cccc1Cl)c1ccc(F)cc1 | 4 | -2 | -2 | 1 | 2 | 1.0 | -8 | -3 | -6
C=CCNC(=O)C(C(=O)OCC)C1CCCCC1 (stereo not drawn) | 1 | -3 | 8 | -3 | 4 | -0.8 | -7 | 1 | -1
COC(=O)NCC(c1cccnc1)N1CCN(c2ccccc2F)CC1 (stereo not drawn) | -1 | 1 | -1 | 2 | 9 | 2.3 | -2 | 7 | -4
O=C(NN=C1CCCC1)c1ccn[nH]1 | -3 | 6 | -1 | 7 | -1 | 5.4 | -7 | 0 | 3
CCN(CC)CCN(C(=O)c1ccc2c(c1)OCCO2)c1nc2cc3c(cc2s1)OCO3 | -5 | -2 | 1 | 12 | -12 | -0.9 | -4 | 8 | -3
O=C(CCCn1cnc2ccccc2c1=O)Nc1ccccc1F | -5 | 1 | -4 | 7 | -1 | -0.4 | -6 | 3 | 4
Cc1cccc(C(=O)OCC(=O)c2ccc3c(c2)OCO3)c1O | 2 | -6 | 3 | -1 | 3 | -0.5 | -1 | 0 | 5
CN(C)C(=O)Cn1c(SCC(=O)NC2CCCCC2)nc2ccccc21 | 0 | 2 | 5 | 3 | -1 | -3.6 | -6 | -1 | -1
CCN1C(=O)/C(=C2/Sc3ccccc3N2CC)SC1=S | 5 | 0 | 6 | 6 | 0 | -18 | -4 | -1 | 1
CCOC(=O)C1=C(C)NC(SC(C)=O)=NC1c1ccc(OC(C)=O)c(OC)c1 (stereo not drawn) | -9 | 6 | 5 | 7 | 6 | -0.2 | 0 | 7 | -6
N#Cc1ccccc1NC(=S)NC(=O)c1cccnc1 | 0 | -3 | -5 | 7 | 6 | -2.2 | -10 | 6 | 6
O=C(NN1C(=O)c2ccccc2NC1c1cccnc1)c1ccccc1 (stereo not drawn) | 1 | -5 | -6 | 3 | 10 | 3.2 | -2 | 7 | -2
